AID inh: blocks human AID cytidine deaminase activity | AID deamination FRET fluorescence, UDG-coupled, 4 h | Potency, µM (highest dose often 115 µM), for inactives: at the top dose activity change, negative = inhibition, most hits filed as inhibitors | Q9GZX7 | AID 1347428 | 91,000 compounds, 0.32% hits; note: nearly all actives have a fitted effect of over 25% in size
Target sequence (Q9GZX7 whole entry, looked up): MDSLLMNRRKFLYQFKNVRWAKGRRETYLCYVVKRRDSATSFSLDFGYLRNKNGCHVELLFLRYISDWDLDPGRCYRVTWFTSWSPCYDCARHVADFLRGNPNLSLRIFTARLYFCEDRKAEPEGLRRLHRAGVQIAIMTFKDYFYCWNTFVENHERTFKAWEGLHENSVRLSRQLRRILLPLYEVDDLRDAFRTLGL
UDG counter: UDG inhibition counter-screen; FRET deamination/UDG coupled assay, UDG read, 4 h; Potency, µM (titrated, usually from 115 µM), for the others: top-dose activity change, negative = inhibition, usual class: inhibitors; 91,000 compounds, 0.14% hits; note: nearly all actives have a fitted effect of over 65% in size
Numbers without * were called inactive; ? = inconclusive; & = joins results of further samples; [ ] = another dose, or the depositor's remark. Calls come from the whole dose curve; as a rule, active = well fitted curve in the direction sought with a large enough effect; inconclusive = small, poorly fitted or top-dose-only effect, or another doubt; inactive = no such curve, though single readings can be large; an effect the other way counts as inactive or inconclusive. % is set by controls: 0 for no effect and ±100 for the full control effect; potency is the fitted concentration of half-maximal effect. Only part of the results is shown; rates above refer to the full screens.

SMILES | AID inh | UDG counter
Cc1ccccc1NC(=O)C(Cc1ccccc1)N1Cc2ccccc2C1=O (configuration not stated) | ? | -13%
COc1ccc(Nc2nnc(-c3ccc(C)c(S(=O)(=O)N4CCN(C)CC4)c3)c3ccccc23)cc1 | -11%[57.5 µM] | -5%[57.5 µM]
CC(C)NC(=O)CN1C(=O)COc2ccc(S(=O)(=O)N3CCCCCC3)cc21 | -15% | -9%
CNCc1cccc(OC)c1OCc1ccc(Cl)cc1 | 2% | -1%
Cc1ccccc1CS(=O)(=O)CC1Nc2ccc(C(=O)NCc3ccc(Cl)cc3)cc2NC1=O (configuration not stated) | 110%[activator] | -7%
Cc1ccc(-n2ncc(C(=O)NCCc3ccsc3)c2C2CCN(C(=O)OC(C)(C)C)CC2)c(C)c1 | ? | -14%
CCSCc1ccc(C(=O)C(C#N)C(=O)NC(C)C)cc1 (configuration not stated) | -1% | 4%
COc1ccc(C(=O)Nc2ccc(OCc3cc(=O)n4ccsc4n3)cc2)cc1OC | 9% | -5%
Cc1cc(C)c(NC(=O)Cn2nnc(-c3ccccc3)n2)c(C)c1 | 23% | 19%
CCc1ccccc1NC(=O)Cn1cc(C(=O)c2ccncc2)c(=O)c2cc(C)ccc21 | 53%[activator] | -2%
CC(NC(=O)C1CC=CCC1)c1ccc(C(F)(F)F)cc1 (configuration not stated) | -8% | -2%
Cc1cccc(NC(=O)CSc2nnc3c4ccccc4n(C)c3n2)c1 | 27% | 10%
O=C(CCl)N1c2ccccc2S(=O)c2ccccc21 | 5% | -5%
C1CN[C@H](CN2CCCC2)C1 | 6% | 1%
Cn1cc(CCCC(=O)NCc2ccc(F)cc2)c2ccccc21 | -20% | -5%[57.5 µM]
COc1ccc(NC(=O)c2ccc(CN3C(=O)CCn4nc(C)cc43)cc2)c(OC)c1 | 1% | 1%
Cc1ccc(-c2nc(CNC(=O)NC3CCCCC3)c(C)o2)cc1 | -4% | -5%
CC1CCCCN1C(=O)c1cc(-c2ccc(Br)cc2)on1 (configuration not stated) | -6%[57.5 µM] | -8%[57.5 µM]
COc1cccc(/C=C2\Oc3cc(OS(=O)(=O)c4ccc(C)cc4)ccc3C2=O)c1 | -12% | -12%
Cc1csc2nc(COc3ccc(NC(=O)COc4ccc(F)cc4)cc3)cc(=O)n12 | 4% | -3%
CCOc1ccc(-c2nc(SCC(=O)NC3CCCC3)c(-c3ccccc3)[nH]2)cc1OC | -26% | 1%
CCN(Cc1ccccc1)C(=O)c1cc(-c2ccccc2)n[nH]1 | -7% | -12%
CCOC(=O)C1=C(C)N(C)C(=O)C1(c1cc(C)c(O)c(C)c1)C(F)(F)F (configuration not stated) | 0% | 1%
CCc1cccc(-n2c(=O)c3cccnc3n2CC(=O)NCc2ccc(C)cc2)c1 | 12% | 1%
CCOC(=O)CNC(=O)c1cc2c(=O)n(CC)c3ccccc3c2s1 | 8% | 1%

Nothing new here: an excerpt of the list.
SMILES | AID inh | UDG counter
O=C(CCl)N1c2ccccc2S(=O)c2ccccc21 | 5% | -5%
C1CN[C@H](CN2CCCC2)C1 | 6% | 1%
Cn1cc(CCCC(=O)NCc2ccc(F)cc2)c2ccccc21 | -20% | -5%[57.5 µM]
COc1ccc(NC(=O)c2ccc(CN3C(=O)CCn4nc(C)cc43)cc2)c(OC)c1 | 1% | 1%
Cc1ccc(-c2nc(CNC(=O)NC3CCCCC3)c(C)o2)cc1 | -4% | -5%
CC1CCCCN1C(=O)c1cc(-c2ccc(Br)cc2)on1 (configuration not stated) | -6%[57.5 µM] | -8%[57.5 µM]
COc1cccc(/C=C2\Oc3cc(OS(=O)(=O)c4ccc(C)cc4)ccc3C2=O)c1 | -12% | -12%
Cc1csc2nc(COc3ccc(NC(=O)COc4ccc(F)cc4)cc3)cc(=O)n12 | 4% | -3%
CCOc1ccc(-c2nc(SCC(=O)NC3CCCC3)c(-c3ccccc3)[nH]2)cc1OC | -26% | 1%
CCN(Cc1ccccc1)C(=O)c1cc(-c2ccccc2)n[nH]1 | -7% | -12%
CCOC(=O)C1=C(C)N(C)C(=O)C1(c1cc(C)c(O)c(C)c1)C(F)(F)F (configuration not stated) | 0% | 1%
CCc1cccc(-n2c(=O)c3cccnc3n2CC(=O)NCc2ccc(C)cc2)c1 | 12% | 1%
CCOC(=O)CNC(=O)c1cc2c(=O)n(CC)c3ccccc3c2s1 | 8% | 1%

Other entries follow.
SMILES | AID inh | UDG counter
Cc1nnc(N2CCC(C(=O)NCCC(C)C)CC2)c2nn(-c3ccc(Cl)cc3)c(C)c12 | -15% | -3%
CCCCCCNC(=S)Nc1ccccc1 | -4% | -10%
Cc1ccc(-n2c(=O)c3c(c4cc(C)ccc4n3C)n(CC(=O)NCC3CCCO3)c2=O)cc1 (configuration not stated) | -1% | -9%[57.5 µM]
Cc1cc(Cl)ccc1NC(=O)CN1C(=O)COc2ccc(S(=O)(=O)Nc3ccccc3)cc21 | 10% | 4%
O=C(COc1ccc2ccccc2c1)NC1CC(=O)N(c2ccc(F)cc2)C1 (configuration not stated) | 4% | -2%
CCCSCCCNC(=O)Cn1c(-c2cccs2)cc2ccccc21 | -6% | 0%
COC(=O)CN1C(=O)CSc2ccc(S(=O)(=O)Nc3ccc(F)c(Cl)c3)cc21 | -4% | -1%[57.5 µM]
COc1ccc(NC(=O)CC2C(=O)N(c3ccc(C)cc3)C(=O)N2Cc2ccc(C)cc2)cc1 (configuration not stated) | 3% | -30%
CC(=O)NCCc1nc2ccccc2n1Cc1cc(C)ccc1C | 4% | -2%
Cc1[nH]c2ccccc2c1CCN(Cc1ccccn1)C(=S)NC(C)(C)C | -9% | 4%
Oc1ccc(CNCc2ccco2)cc1 | -4% | -6%
CC(=O)Nc1cccc(-c2nnc(SCC(=O)c3cc([N+](=O)[O-])ccc3Cl)o2)c1 | -23% | -3%
O=C(c1c2c(nc3ccccc13)C(=O)N(C1CCCCC1)C2)N1CCN(c2ccc(F)cc2)CC1 | ? | -12%
COc1ccc(-c2nc3scc(CCNS(=O)(=O)c4ccc(F)cc4C)n3n2)cc1 | -10% | 9%[57.5 µM]
O=C(COc1ccccc1)N(Cc1cccnc1)c1nc2c(F)cc(F)cc2s1 | -11%&0% | 0%&-6%
Cc1cccc(NC(=O)Cc2c(C)nc3nc(-c4cccs4)nn3c2C)c1 | 4% | -2%
COc1ccc(S(=O)(=O)NCCO)c2ccccc12 | -1% | -13%
O=S(Cc1ccccc1)Cc1ccc(F)cc1Cl (configuration not stated) | -3% | -4%
Cc1ccc(C)c(Nc2nn3c(=O)c4ccc(C(=O)NCc5cccs5)cc4nc3s2)c1 | 40µM* | -20%
Cc1cccc(N2CCN(C(=O)CS(=O)(=O)Cc3nc(-c4ccccc4C)oc3C)CC2C)c1 (configuration not stated) | ? | -16%
Cc1nn(-c2ccc(F)cc2)c2sc(C(=O)OCC(=O)Nc3ccccc3OC(F)F)cc12 | 1% | -14%
O=C(OCC(=O)C12CC3CC(CC(C3)C1)C2)c1ccccc1Sc1ccc(C(F)(F)F)cc1[N+](=O)[O-] | -3% | -5%
Cc1ccc(CNC(=O)c2ccc3c(c2)N(Cc2ccccc2)C(=O)c2ccccc2S3(=O)=O)cc1 | -20% | -13%
COc1ccc(N2CC(NC(=O)c3ccc(S(=O)(=O)N4CCOCC4)cc3)CC2=O)cc1 (configuration not stated) | 8% | 0%
CC(C)CCNC(=O)C1CCN(C(=O)N2CCOc3ccc(Cl)cc32)CC1 | -15% | 1%

More structures
SMILES | AID inh | UDG counter
CSc1ccc(CNC(=O)CCc2c(C)nn(-c3ccc(N4CCCC4)nn3)c2C)cc1 | 4% | -1%[57.5 µM]
CCNC(=S)NNC(=O)c1cccc(C)c1 | -6% | -6%
N#C/C(=C\c1ccc(F)cc1)c1nc(-c2ccc(-c3ccccc3)cc2)cs1 | 8% | -5%[57.5 µM]
COc1ccc(/C=C/c2nc(C#N)c(N3CCC(C(N)=O)CC3)o2)cc1OC | -3% | -2%
COc1ccc(N(CC(=O)Nc2ccccc2C(=O)N2CCCCCC2)S(C)(=O)=O)c(OC)c1 | 1% | 4%
O=C(Cn1ccc2cc(S(=O)(=O)N3CCCCCC3)ccc21)N1CCC2(CC1)OCCO2 | -11% | 17%
COc1ccc(-c2cnc(C)o2)cc1S(=O)(=O)Nc1c(C)cc(C)cc1C | -2% | 1%
Cn1ccc2cc(S(=O)(=O)N3CCCC(C(=O)NCc4ccccc4F)C3)ccc21 (configuration not stated) | 1% | -7%
COc1cccc(/C(O)=C2\C(=O)C(=O)N(CCc3ccccc3)C2c2ccc(O)cc2)c1 (configuration not stated) | -9% | -1%
Cc1cccc(N(C)C(=O)c2cc(S(=O)(=O)N3CCCC3)cn2C)c1 | 5% | -6%
CNC(=O)CSc1cc(-c2ccccc2)c2ccc(OC)cc2n1 | -18% | -6%
Cc1ccccc1CNC(=O)CCCn1c(=O)c2cccn2c2ccccc21 | 7% | 2%[57.5 µM]
COc1ccc(C(=O)NO)cc1 | -7% | -19%
c1ccc(Oc2nc(-c3ccncc3)nc3ccccc23)cc1 | -12% | 0%
CC(C)=CCc1c(O)cc2c(c1O)C(=O)C[C@@H](c1ccccc1)O2 | -10% | 2%
CC1CCCCN1C(=O)Cn1c(SCC(=O)N(C)c2ccccc2)nc2ccccc21 (configuration not stated) | -21% | ?
Cc1c(C(=O)N(Cc2ccc(N(C)C)cc2)C2CCS(=O)(=O)C2)oc2ccccc12 (configuration not stated) | ? | -22%
Cc1ccc(Nc2nc3ccccc3nc2NS(=O)(=O)c2ccc3c(c2)OCCO3)cc1 | -15% | -10%
COc1cc(C2C(=O)N(C3CCCCC3)CC(=O)N2CCC2=CCCCC2)ccc1OC(C)C (configuration not stated) | 16% | -9%[57.5 µM]
O=C(Nc1ccc(C(=O)OCc2cc(=O)n3c4c(sc3n2)CCCC4)cc1)c1cccc(F)c1 | 7% | -1%
CCC(=O)N1CCc2cc(S(=O)(=O)NC(CC(C)C)C(=O)NCCc3ccccc3)ccc21 (configuration not stated) | 4% | 0%
O=C(CSc1nc2ccc(NC(=O)C3CCCCC3)cc2s1)Nc1ccc(Cl)cc1 | 4% | 1%
CCCCNC(=O)C(C#N)c1nc2ccccc2nc1OC(C)C (configuration not stated) | 1% | -1%
Clc1ccc(CN2CCN(c3ncnc4sc5c(c34)CCCC5)CC2)cc1Cl | ? | -7%
O=C(CCSCc1ccc(Cl)cc1)NCc1ccc(F)cc1Cl | ? | -11%

(list continues)
SMILES | AID inh | UDG counter
COc1ccc(CNC(=O)CCc2c(C)nn(-c3ccc(N4CCOCC4)nn3)c2C)c(OC)c1 | 9% | 8%
C=C(Br)CN1CCN(C(=O)CN2CCCC2)CC1 | -3% | -5%
CCc1ccc(-n2c(C)nnc2SCc2nc(-c3ccc(OC)cc3)no2)cc1 | ? | ?
COc1cccc(-c2cc(C(=O)Nc3cc(C)nn3-c3ccccc3)no2)c1 | -15% | 24%
COc1ccc(NCc2ccco2)cc1 | 1% | -3%
Cc1ccc(C)c(Oc2ccc(CNC(=O)c3ccc4c(c3)NC(=O)CS4)cn2)c1 | -12% | -14%
Cc1cccn2c(=O)c3cc(C(=O)NC(C)(C)C)n(C)c3nc12 | 3% | 3%
O=C(O)c1ccc(F)c(F)c1F | -4% | -2%
O=C(N/N=C/CCc1ccccc1)C1CC1 | -7% | -1%
COc1ccc2c(CC(=O)Nc3ccc(C)cc3)coc2c1 | -14% | -2%
Brc1ccccc1N/N=C(/C=C/c1ccccc1)c1ccccc1 | -23% | -14%
CCN(Cc1cc(=O)[nH]c2ccccc12)C(=O)c1ccc(C)cc1 | -7% | -9%
COc1cc(NC(=O)Cn2nc(Cc3ccncc3)c3ccccc3c2=O)cc(OC)c1OC | 4% | 4%
Cc1ccc(S(=O)(=O)N2CCCCC2)cc1NC(=O)c1nn(C(C)C)c(=O)c2ccccc12 | -10% | -1%
CC(=O)Nc1ccc(NS(=O)(=O)c2c(C(=O)N3CCC(C)CC3)c(C)n(C)c2C)cc1 | 9% | -2%
Cc1cc(C)cc(NC(=O)CSc2c(C(C)C)cnc3c2c(=O)n(C)c(=O)n3C)c1 | -5% | 3%[57.5 µM]
COc1ccc(C2C(=O)N(C3CCCCCC3)CC(=O)N2CCc2ccc(Cl)cc2)cc1OC (configuration not stated) | ? | -5%[57.5 µM]
c1ccc(-c2cc3c(Oc4cccc5ccccc45)ncnc3s2)cc1 | -11% | -14%
COc1ccc(/C=C/C(=O)Sc2ccc(Cl)cc2)cc1 | -5% | 6%
COc1ccc(OC)c(S(=O)(=O)Nc2ccc3c(c2)n(C)c(=O)n3C)c1 | 1% | -7%[57.5 µM]
COc1cc(NC(=O)c2ccc(N3C(=O)CCS3(=O)=O)cc2)cc(OC)c1OC | 3% | 6%
Nc1nccnc1C(=O)NCc1ccc(Oc2cccc(F)c2)nc1 | -3% | 2%
CCOc1cc2c(cc1CNC(=O)c1cc(S(N)(=O)=O)c(Cl)cc1Cl)OC(C)C2 (configuration not stated) | 2% | 9%
CCCOc1ccc(C2c3c(-c4c(C)cc(C)cc4O)n[nH]c3C(=O)N2CCO)cc1 (configuration not stated) | 0% | ?
Cc1ccc(N2CC(NC(=O)c3ccc(S(=O)(=O)N4CCCCC4)cc3)CC2=O)cc1 (configuration not stated) | 13% | 8%
Cc1ccc(S(=O)(=O)NCC(c2ccccc2)c2ccccc2)cc1 | -5% | 12%
CCOc1ccccc1NC(=O)c1ccc2oc(=O)c(S(=O)(=O)c3ccc(F)cc3)cc2c1 | 0% | 19%
Cc1cccc(C)c1OCC(=O)Nc1nonc1-c1ccc(Br)cc1 | -8% | 7%
CCCc1cc(C(=O)Nc2c(C)nn(Cc3ccc(Cl)c(Cl)c3)c2C)no1 | ? | 0%
CCOc1cc(C(=O)Nc2cc3c(cc2N2CCCC2)n(C)c(=O)c(=O)n3C)cc(OCC)c1OCC | 241%[activator] | 1%

Screens deposited in PubChem by National Center for Advancing Translational Sciences (NCATS).
